Screening data from PubChem BioAssay.
HCMV inh – qHTS Assay for inhibitors of the human cytomegalovirus (HCMV) | activity change, negative = inhibition, % at 57.5 µM | AID 1259415, 2018 | 410,000 compounds, 4.5% hits | HFF cells, HCMV-luciferase reporter, 72 h; hits give low values; in the data active = activity change below about -60%; inconclusive = no clear call, values can overlap the other calls; inactive = above about -39%
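Compounds were evaluated in HFFs infected with an HCMV luciferase reporter virus (MOI 1 PFU/cell). Luciferase in lysates collected 72 h post infection served as the replication measure.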
AmpC no deterg – qHTS Inhibitors of AmpC Beta-Lactamase (assay without detergent) | P00811 | AmpC nitrocefin hydrolysis, absorbance 480 nm, 0.0001% Triton | 330,000 compounds, 0.52% hits | Potency, µM (series often up to 57.1 µM), without a hit: top-dose activity change, negative = inhibition, actives largely listed as inhibitors;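 also: potency is read from the fitted curve at half-maximal effect; plate controls were no compound for no effect and no enzyme for full effect; nearly all actives have a fitted effect of over 20% in size; some results filed as inactive show a strong effect at the top dose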
Target sequence (P00811 whole entry, looked up): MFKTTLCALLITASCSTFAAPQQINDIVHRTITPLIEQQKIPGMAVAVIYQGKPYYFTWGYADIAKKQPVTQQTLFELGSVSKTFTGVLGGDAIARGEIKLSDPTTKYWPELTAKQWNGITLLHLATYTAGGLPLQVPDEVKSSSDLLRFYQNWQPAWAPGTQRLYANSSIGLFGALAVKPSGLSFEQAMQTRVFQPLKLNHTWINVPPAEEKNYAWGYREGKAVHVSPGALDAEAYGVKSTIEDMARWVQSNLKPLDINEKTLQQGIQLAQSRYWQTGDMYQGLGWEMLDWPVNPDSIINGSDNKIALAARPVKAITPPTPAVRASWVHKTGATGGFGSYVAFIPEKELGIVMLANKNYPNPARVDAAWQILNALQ
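AmpC (5.3 nM in the dispensed reagent) in 20 mM phosphate pH 7.0 with 0.01% (detergent screen) or 0.0001% Triton X-100 was preincubated with compounds for 15 min at room temperature. Nitrocefin was then added from an 800 uM solution, and hydrolysis was followed at 480 nm.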
AmpC inh detg – qHTS Inhibitors of AmpC Beta-Lactamase (assay with detergent); P00811; AmpC hydrolysis of nitrocefin, absorbance 480 nm, 0.01% Triton; Potency, µM (series often up to 114 µM), for inactives: at the top dose activity change, negative = inhibition, most hits filed as inhibitors; 370,000 compounds, 0.041% hits; AID 485294, 2010;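 also: potency is read from the fitted curve at half-maximal effect; 0% = no-compound wells and -100% = no-enzyme wells; nearly all actives have a fitted effect of over 25% in size; some results filed as inactive show a strong effect at the top dose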
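20 mM phosphate pH 7.0 + 0.01% (detergent screen) or 0.0001% Triton X-100; 5.3 nM AmpC reagent; cpd preinc 15 min RT; nitrocefin (800 uM stock) to start; A480 q20 s × 4 min; Activity was normalised to no-enzyme and no-compound control wells.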
Sm TGR block – qHTS Assay for the Inhibitors of Schistosoma Mansoni Peroxiredoxins | Schistosoma mansoni thioredoxin glutathione reductase (TGR), Q962Y6 | purified TGR, DTNB reduction, TNB absorbance 405 nm | Potency, µM (titrated, usually from 114 µM), for inactives: at the highest dose activity change, negative = inhibition, actives largely listed as inhibitors | 360,000 compounds, 3% hits; also: potency is read from the fitted curve at half-maximal effect; nearly all actives have a fitted effect of over 60% in size
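TGR 20 nM + NADPH 100 uM (dispensed conc.), cpd preinc 15 min RT; start with NADPH (500 uM addition) then DTNB (15 mM addition). Kinetic TNB absorbance, 405 nm filter. Four-parameter Hill fit across titration.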
TbPYK inhibitor – qHTS of Trypanosoma Brucei Inhibitors | pyruvate kinase (Trypanosoma brucei), Q57TT1 | TbPYK enzyme, Kinase-Glo Plus ATP luminescence, 45 min | 410,000 compounds, 0.12% hits | Potency, µM (highest dose often 76.8 µM), inactives show at the top dose activity, negative = inhibition, actives largely listed as inhibitors; also: potency is read from the fitted curve at half-maximal effect; nearly all actives have a fitted effect of over 50% in size
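TbPYK + substrate in 50 mM TEA pH 7.2, 100 mM KCl, 10 mM MgCl2, 0.05% BSA, 0.01% Tween-20; cpd pinned; ADP 130 uM final; 45 min RT; Kinase-Glo Plus 10 min; luminescence endpoint.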
AMA1 RON2 block – qHTS for Inhibitors of AMA1-RON; Towards Development of Antimalarial Drug Lead: Primary Screen; Plasmodium falciparum AMA1 (3D7) - RON2 peptide interaction; AlphaScreen AMA1-biotinylated RON2 peptide binding; Potency, µM (titrated, usually from 58.2 µM), for inactives: at the top dose activity change, negative = inhibition, most hits filed as inhibitors; 360,000 compounds, 0.2% hits;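 also: potency is read from the fitted curve at half-maximal effect; 0% = vehicle wells and -100% = peptide control; nearly all actives have a fitted effect of over 45% in size; some results filed as inactive show a strong effect at the top dose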
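AMA1 (3D7) with his tag at 25 nM final met compounds first, then biotinylated RON2 peptide at 25 nM; detection used donor plus acceptor beads, 10 µg/mL apiece, read by AlphaScreen after 30 min at room temperature.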
LmPK inh – qHTS Assay for Inhibitors of Leishmania Mexicana Pyruvate Kinase (LmPK); purified LmPK, Kinase-Glo ATP luminescence, 1 h; Potency, µM (series often up to 57.5 µM), for inactives: at the highest dose activity change, negative = inhibition, hits mostly inhibitors; 290,000 compounds, 0.37% hits; AID 1721, 2009; also: potency is read from the fitted curve at half-maximal effect
Target sequence (Q27686 whole entry, looked up): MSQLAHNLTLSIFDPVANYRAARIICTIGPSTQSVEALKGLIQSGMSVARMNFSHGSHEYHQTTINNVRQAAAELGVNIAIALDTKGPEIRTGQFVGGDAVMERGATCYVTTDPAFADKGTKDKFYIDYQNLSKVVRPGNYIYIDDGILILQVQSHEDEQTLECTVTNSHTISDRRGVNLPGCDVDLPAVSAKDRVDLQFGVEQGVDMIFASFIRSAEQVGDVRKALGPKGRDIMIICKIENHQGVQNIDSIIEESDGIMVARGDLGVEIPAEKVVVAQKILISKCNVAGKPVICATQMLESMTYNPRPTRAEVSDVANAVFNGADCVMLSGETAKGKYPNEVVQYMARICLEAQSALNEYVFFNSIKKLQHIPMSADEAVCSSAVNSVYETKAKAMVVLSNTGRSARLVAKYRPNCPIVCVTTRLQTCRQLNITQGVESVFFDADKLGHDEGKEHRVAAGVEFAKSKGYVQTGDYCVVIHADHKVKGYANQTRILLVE
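Pyruvate kinase activity monitored as ATP production (luciferase luminescence). Conditions: 0.1 nM enzyme, 0.5 mM PEP, 0.1 mM ADP, 1 h, RT; normalized against uninhibited and no-enzyme wells.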
* hit, by the source's call; [ ] = dose if it differs, or a comment. Unless noted, calls follow the shape of the dose curve; as a rule, active = well fitted curve in the direction sought with a large enough effect; inconclusive = small, poorly fitted or top-dose-only effect, or another doubt; inactive = no such curve, though single readings can be large; an effect the other way counts as inactive or inconclusive. Unless noted, % is scaled to controls: 0 for no effect and ±100 for the full control effect. Rows are unselected; any-hit rate near 7.4%.

For Cc1cccc(OCCNC(=O)c2cc(-n3cnnc3)ccc2Cl)c1 the results were HCMV inh -38, AmpC no deterg 8%, AmpC inh detg -9%, Sm TGR block -1%, TbPYK inhibitor 7%, AMA1 RON2 block 0% and LmPK inh 1%.
For Cc1ccccc1-n1c(SC(C)C(N)=O)nnc1-c1cccnc1 (centres undefined) the results were HCMV inh inconclusive, AmpC no deterg -10%, AmpC inh detg inconclusive, Sm TGR block -7%, TbPYK inhibitor 1%, AMA1 RON2 block 0% and LmPK inh -4%.
CC1(C(=O)NCc2ccc(F)c(F)c2)Cc2c(-c3ccc4c(c3)OCO4)ccnc2O1 (centres undefined) was read as HCMV inh -18, TbPYK inhibitor 0% and AMA1 RON2 block -14%.
`COc1ccc(/C=C/C(=O)OC2CCCCC2CN(C)C)cc1` (centres undefined) gave HCMV inh -37, AmpC no deterg 15%, AmpC inh detg 5%, Sm TGR block 1%, TbPYK inhibitor -3%, AMA1 RON2 block 15% and LmPK inh -6%.
`COC(=O)C1=C(c2cccc(OCc3ccccc3)c2)C[C@@H]2CC[C@H]1N2C(=O)NCc1ccc(Br)cc1` gave HCMV inh -2, AmpC no deterg -44%, AmpC inh detg 1%, Sm TGR block 0%, TbPYK inhibitor 3% and AMA1 RON2 block -5%.
`Cc1nc(N)sc1N=Nc1ccc(F)cc1` gave HCMV inh -12, AmpC no deterg -29%, AmpC inh detg inconclusive, Sm TGR block -2%, TbPYK inhibitor -7%, AMA1 RON2 block 72%[activator] and LmPK inh -1%.
CSc1ccc(S(=O)(=O)Nc2ccc(F)cc2)cc1 was read as HCMV inh 13, AmpC no deterg -41%, AmpC inh detg inconclusive, Sm TGR block -2%, TbPYK inhibitor 2%, AMA1 RON2 block 0% and LmPK inh 1%.
`COc1ccc(CC(=O)NCc2ccc(F)cc2)cc1S(=O)(=O)N1CCOCC1` gave HCMV inh -15, AmpC no deterg -15%, AmpC inh detg -11%, Sm TGR block -6%, TbPYK inhibitor -4% and AMA1 RON2 block 9%.
For COc1ccc(OCC(O)CNC(=O)c2sccc2Cl)cc1 (centres undefined) the results were HCMV inh -34, AmpC no deterg -14%, AmpC inh detg 6%, Sm TGR block 3%, TbPYK inhibitor -3%, AMA1 RON2 block 3% and LmPK inh 4%.
C=CCCC(=O)N1CCCC(Cc2cccc(Cl)c2)(C(=O)OCC)C1 (centres undefined) was read as HCMV inh 15, AmpC no deterg 81%[activator], AmpC inh detg inconclusive, Sm TGR block inconclusive, TbPYK inhibitor -2%, AMA1 RON2 block 3% and LmPK inh 4%.
Cc1cc(C)c(S(=O)(=O)N2CCN(C(=O)N3CCOCC3)CC2)c(C)c1 was read as HCMV inh 10, AmpC no deterg 56%, AmpC inh detg -7%, Sm TGR block 0%, TbPYK inhibitor -4%, AMA1 RON2 block -5% and LmPK inh 0%.
Screening N#CC1=C(N)Oc2[nH]c(=S)[nH]c(=O)c2C12C(=O)Nc1ccccc12 (centres undefined) returned HCMV inh 24, AmpC no deterg -27%, AmpC inh detg 3%, TbPYK inhibitor inconclusive, AMA1 RON2 block -9% and LmPK inh -4%.
Screening COc1cc(/C=N/NC(=S)NCCN2CCOCC2)cc(OC)c1OC returned HCMV inh 45, AmpC no deterg -20%, AmpC inh detg -15%, Sm TGR block 4%, TbPYK inhibitor 5%, AMA1 RON2 block 84%[activator] and LmPK inh -3%.
For O=[N+]([O-])c1ccc(CSc2ccc(S(=O)(=O)N3CCCCCC3)cn2)cc1 the results were HCMV inh -14, AmpC no deterg -28%, AmpC inh detg inconclusive, Sm TGR block -3%, TbPYK inhibitor -2% and AMA1 RON2 block -20%.
COC(=O)COc1ccc(NC(=O)C(c2ccccc2)c2ccccc2)cc1 was read as HCMV inh -11, AmpC no deterg -7%, AmpC inh detg -3%, Sm TGR block 5%, TbPYK inhibitor -3%, AMA1 RON2 block -12% and LmPK inh -6%.
For Clc1cccc(-c2ccc(CNCCCN3CCOCC3)o2)c1 the results were HCMV inh 27, AmpC no deterg 2%, AmpC inh detg 4%, Sm TGR block -17%, TbPYK inhibitor -3%, AMA1 RON2 block 9% and LmPK inh -1%.
For O=C(NCc1ccccc1)c1[nH]c(C(F)(F)F)nc1-c1ccccc1 the results were HCMV inh -31, TbPYK inhibitor 3% and AMA1 RON2 block -24%.
Cc1ccc(NC(=O)CC(=O)Nc2ccc(C)cc2)cc1 was read as HCMV inh -2, AmpC no deterg -18%, AmpC inh detg 4%, Sm TGR block -1%, TbPYK inhibitor 4%, AMA1 RON2 block -8% and LmPK inh 1%.
`CCOc1ccc(CN2C(=O)c3ccccc3Sc3ccc(C(=O)NC4CCC(C)CC4)cc32)cc1` (centres undefined) gave HCMV inh 23, AmpC inh detg 3%, Sm TGR block -8% and TbPYK inhibitor 6%.
For O=C1CCC(C(=O)Nc2ccccc2N2CCOCC2)=NN1 the results were HCMV inh -26, AmpC no deterg -9%, AmpC inh detg -6%, Sm TGR block -1%, TbPYK inhibitor 3%, AMA1 RON2 block 2% and LmPK inh -3%.
COc1ccc(-n2c(=S)[nH]c3ccc(C)cc3c2=O)cc1 was read as HCMV inh 5, TbPYK inhibitor 1% and AMA1 RON2 block 27%.
For O=C1Nc2c(ccc(Cl)c2Cl)C(=O)C1(F)c1ccccc1 (centres undefined) the results were HCMV inh -19, AmpC no deterg -23%, AmpC inh detg 2%, Sm TGR block 1%, TbPYK inhibitor 5%, AMA1 RON2 block -1% and LmPK inh 2%.
For Cc1cccc(OCc2nnc(SCC(=O)Nc3ccc(C)c(Cl)c3)o2)c1 the results were HCMV inh -30, AmpC no deterg -15%, AmpC inh detg -12%, Sm TGR block -27%, TbPYK inhibitor 1%, AMA1 RON2 block -9% and LmPK inh 0%.
O=C(NCC(F)(F)F)[C@H]1O[C@@H](n2ccc(=O)[nH]c2=O)[C@H](O)[C@@H]1O was read as HCMV inh -6, TbPYK inhibitor -10% and AMA1 RON2 block 0%.
For COc1ccc(-c2ccc(C)cc2)cc1[C@H]1[C@H]2C=CC[C@@H](C)[C@@H]2C(=O)N1Cc1ccccc1 the results were HCMV inh -12, AmpC no deterg -27%, AmpC inh detg 4%, Sm TGR block inconclusive, TbPYK inhibitor 7%, AMA1 RON2 block 7% and LmPK inh 3%.
Screening COc1cc(CNC(=O)C2CC(O)CN2C(=O)Nc2ccccc2)cc(OC)c1OC (centres undefined) returned HCMV inh -5, TbPYK inhibitor -7% and AMA1 RON2 block 1%.
For O=C(Nc1ccc(Cl)c(C(F)(F)F)c1)NC1CC2CCCC(C1)N2Cc1ccccc1 (centres undefined) the results were HCMV inh inconclusive, AmpC no deterg -19%, AmpC inh detg -13%, Sm TGR block -3%, TbPYK inhibitor -7%, AMA1 RON2 block -1% and LmPK inh -5%.
CCOC(=O)/C(N=Nc1ccc2c(c1)OCO2)=C(\C)O was read as HCMV inh 100, AmpC no deterg -12%, AmpC inh detg 8%, Sm TGR block -1%, TbPYK inhibitor -3%, AMA1 RON2 block -22% and LmPK inh -11%.
`Cc1cc(C(=O)NNc2c(Cl)cccc2Cl)no1` gave HCMV inh -20, AmpC no deterg -29%, AmpC inh detg 0%, Sm TGR block -3%, TbPYK inhibitor 1%, AMA1 RON2 block -5% and LmPK inh 6%.
`O=C(COc1ccccc1Cl)N(Cc1ccco1)Cc1ccco1` gave HCMV inh 43, AmpC inh detg 20%, Sm TGR block 3% and TbPYK inhibitor 0%.
CC(C)(C)NC(=O)c1cnn2c(C(F)F)cc(-c3ccccc3)nc12 was read as HCMV inh -23, AmpC inh detg 6%, Sm TGR block -4% and TbPYK inhibitor -2%.
For COc1ccc([C@]23Cc4ccccc4C(O2)c2c(c4ccc(OC)cc4oc2=O)O3)cc1 the results were AmpC no deterg -44%[11.4 µM], AmpC inh detg inconclusive, Sm TGR block inconclusive and LmPK inh -10%[11.5 µM].
Screening CC(C)[C@H](NC(=O)CCCn1nnc2ccccc2c1=O)C(=O)O returned HCMV inh 15, AmpC no deterg -4%, AmpC inh detg 1%, Sm TGR block 40µM*, TbPYK inhibitor -13%, AMA1 RON2 block -5% and LmPK inh 0%.
For CN1CCN(c2ccc(C(N)=O)cc2[N+](=O)[O-])CC1 the results were HCMV inh 51, AmpC no deterg -7%, AmpC inh detg inconclusive, Sm TGR block -4%, TbPYK inhibitor -9%, AMA1 RON2 block -9% and LmPK inh 0%.
For Cc1ccc2oc(=O)c3cc(C(=O)Nc4cc(-c5cccc(F)c5)no4)sc3c2c1 the results were AmpC no deterg -14%, AmpC inh detg -11%, Sm TGR block -7% and LmPK inh 0%.
For CCOC(=O)N1CCN(C(=O)CSc2ncnc3ccccc23)CC1 the results were HCMV inh inconclusive, AmpC no deterg -11%, AmpC inh detg -8%, Sm TGR block -8%, TbPYK inhibitor 0%, AMA1 RON2 block -2% and LmPK inh 3%.

Compounds shown so far containing a furan ring, fused or not:
For Clc1cccc(-c2ccc(CNCCCN3CCOCC3)o2)c1 the results were HCMV inh 27, AmpC no deterg 2%, AmpC inh detg 4%, Sm TGR block -17%, TbPYK inhibitor -3%, AMA1 RON2 block 9% and LmPK inh -1%.
`O=C(COc1ccccc1Cl)N(Cc1ccco1)Cc1ccco1` gave HCMV inh 43, AmpC inh detg 20%, Sm TGR block 3% and TbPYK inhibitor 0%.

Random excerpt: 2 compounds from above, in no set order.
Screening CC(C)[C@H](NC(=O)CCCn1nnc2ccccc2c1=O)C(=O)O returned HCMV inh 15, AmpC no deterg -4%, AmpC inh detg 1%, Sm TGR block 40µM*, TbPYK inhibitor -13%, AMA1 RON2 block -5% and LmPK inh 0%.
CC(C)(C)NC(=O)c1cnn2c(C(F)F)cc(-c3ccccc3)nc12 was read as HCMV inh -23, AmpC inh detg 6%, Sm TGR block -4% and TbPYK inhibitor -2%.
